Assay outcomes from PubChem BioAssay.
NOD2 inhibition = NOD2 signaling inhibitors, cell-based, luminescence, uHTS, HEK293 (AID 1566). 290,000 tested, 0.63% active. HEK293 NOD2/NF-kB luciferase reporter, luminescence; higher % means a stronger effect. inhibition, % at 4 µM; hits with a dose series show EC50 in µM; also: many of its hits are not listed in these tables
KOR beta-arrestin-1 = KOR agonists, beta-arrestin recruitment, primary screen, cell-based, luminescence, uHTS (AID 1777); activation, % at 10 µM, or EC50 in µM where a hit was titrated; KOR beta-arrestin recruitment, luminescence; higher % means a stronger effect; 280,000 tested, 0.02% active; Kappa-type opioid receptor (Homo sapiens); in the data active = activation above about 50%, passing the limit was not always enough; also: a part of the inactive calls stands beside numbers as strong as those of hits
PhoP inhibition = inhibitors of PhoP regulon expression, primary screen, Salmonella Typhimurium, GFP reporter (AID 1863). inhibition, % at 50 µM; hits with a dose series show IC50 in µM. S. Typhimurium PhoP-regulated promoter GFP reporter, 4 h; higher % means a stronger effect. 300,000 tested, 0.16% active;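 active = inhibition over 29.93%, a cutoff 3 SD above the screen mean, later confirmed by dose response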;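 also: 0% = low Mg2+ inducing control and 100% = high Mg2+ repressing control; strong numbers were not always called active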
HIV peptide binding = inhibitors of HIV fusion peptide binding, primary screen, biochemical, uHTS, fluorescence dequenching (AID 1986); cell-free peptide binding, fluorescence dequenching, 30 min; higher % means a stronger effect; inhibition, % at 20 µM; hits with a dose series show IC50 in µM; 290,000 tested, 0.3% active; in the data active = inhibition mostly above about 52%, no sharp cut-off; inactive = mostly below about 76%; also: some results filed as inactive read as strong as hits
Myeloid diff 2 = induction of myeloid progenitor differentiation, primary screen, cell-based, flow cytometry, MLPCN library; 360,000 tested, 1% active; ER-HoxA9 myeloid progenitors, lysozyme-GFP differentiation; calls only at 10 µM; AID 624256, 2012;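 active = normalized GFP-positive differentiation at or above the plate's own cutoff, the solvent-only control mean plus 3 SD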;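 also: cells exposed to compound for four days before flow analysis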
Siah-1 displacement = Siah-1 peptide-binding antagonists, primary screen, biochemical, fluorescence polarization, rhodamine-plectin, uHTS (AID 1817); E3 ubiquitin-protein ligase SIAH1 (Homo sapiens); Siah-1 / rhodamine-plectin peptide fluorescence polarization; higher % means a stronger effect; displacement, % at 20 µM, or IC50 in µM where a hit was titrated; 290,000 tested, 0.02% active;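 active = displacement of at least 50% at 20 µM, with a fluorescence ratio check between 0.3 and a set limit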;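 also: plate controls were Siah plus tracer with DMSO for no effect and tracer alone without Siah for full effect; strong numbers were not always called active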
NOD1 inhibition = NOD1 signaling inhibitors, primary screen, cell-based, luminescence, uHTS (AID 1578) | inhibition, % at 4 µM; hits with a dose series show EC50 in µM | NOD1-driven NF-kB luciferase reporter cells, luminescence; higher % means a stronger effect | 290,000 tested, 1% active; in the data active = inhibition mostly above about 36%, no sharp cut-off; inactive = mostly below about 34%;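 also: HEK-293T reporter cells stimulated with the NOD1 agonist gamma-tri-DAP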
KOR beta-arrestin-2 = KOR antagonists, beta-arrestin recruitment, cell-based, luminescence, uHTS (AID 1778). Kappa-type opioid receptor (Homo sapiens). KOR beta-arrestin recruitment, luminescence, antagonist mode; higher % means a stronger effect. inhibition, % at 10 µM; hits with a dose series show IC50 in µM. 290,000 tested, 0.091% active; also: strong numbers were not always called active
LYP inhibition = inhibitors of LYP phosphatase, biochemical, fluorescence intensity, uHTS (AID 1779) | 290,000 tested, 0.054% active | recombinant LYP phosphatase, fluorescence intensity; higher % means a stronger effect | inhibition, % at 11.5 µM, or IC50 in µM where a hit was titrated;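 also: plate controls were vehicle with enzyme for no effect and no enzyme for full effect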
Myeloid diff 2 GFP+ MAC1+ % = recorded beside Myeloid diff 2, whose call it bears; GFP+ MAC1+ double positive, %; measured here: differentiation confirmed by MAC1 staining
* hit, by the source's call; i = inactive; nt = not tested or not shown; + = active, no number; [ ] = another dose, or the depositor's remark. Rule as the data show it, unless noted: active = inhibition above about 50%; inactive = the rest. Only part of the results is shown; the hit share may differ from the screen's.

| Compound | KOR beta-arrestin-1 | Siah-1 displacement | KOR beta-arrestin-2 | NOD1 inhibition | Myeloid diff 2 GFP+ MAC1+ % | NOD2 inhibition | PhoP inhibition | HIV peptide binding | LYP inhibition | Myeloid diff 2 |
| --- | --- | --- | --- | --- | --- | --- | --- | --- | --- | --- |
| O=C(Nc1nc2ccccc2s1)c1ccc(Cl)s1 | 8.0% | 6% | -13% | 12% | 1.7 | -127% | 3% | 0.2% | -4% | i |
| Cc1ccc(N2CC(C(=O)NCCS(=O)(=O)N3CCN(c4ccccc4)CC3)CC2=O)cc1 (stereo not drawn) | -3.1% | 4% | -70% | -12% | 7.3 | 6% | -17% | 0.9% | -11% | i |
| CC(CCc1ccccc1)NC(=O)Cc1cccs1 (stereo not drawn) | nt | 0% | -9%[20 µM] | -21% | 1.1 | -11% | -3% | 1.1% | -6% | i |
| CN(C(=O)COC(=O)c1cn(-c2ccccc2)nc1-c1ccccc1)C1CCS(=O)(=O)C1 (stereo not drawn) | -3.6% | -3% | 11% | -5% | 0.6 | 18% | -3% | -1.2% | -9% | i |
| Cc1ccc(C(=O)Nc2ccc(N3CCN(C(=O)c4ccco4)CC3)cc2)c(Cl)c1 | 3.0% | 0% | -11% | 15% | 0.1 | 16% | 1% | 0.5% | 1% | i |
| COc1cc(C(C)=O)ccc1Oc1ncnc2c1cnn2-c1cccc(Cl)c1 | 1.3% | 28% | -33% | -51% | 0.2 | -25% | 6% | 1.2% | -4% | i |
| CCOc1ccc2c(c1)C(N(CCN1CCOCC1)C(=O)Nc1ccc(OC)cc1OC)CC(C)(C)O2 (stereo not drawn) | -4.1% | 6% | 41% | -20% | 0.2 | 13% | 4% | -0.1% | -7% | i |
| Cc1ccc(S(=O)(=O)N/N=C/c2cccs2)cc1 | 1.4% | 8% | -13% | -25% | 0.5 | 2% | 2% | 0.6% | 1% | i |
| CCCc1cc(=O)oc2c(C)c(OCC(=O)NC3CCN(Cc4ccccc4)CC3)ccc12 | -4.0% | -4% | -11% | 6% | 6.2 | 18% | 1% | -0.9% | -6% | i |
| Cc1ccnc(NC(c2ccccn2)c2c(C)[nH]c3ccccc23)c1 (stereo not drawn) | -2.4% | 1% | 9% | -8% | 0.1 | 28% | -1% | -1.7% | -3% | i |
| Cc1cc(OC(F)F)ccc1NC(=S)NC1CCCC1 | 0.5% | 4% | 26% | 0% | 3.6 | 11% | -4% | -2.0% | -8% | i |
| O=C1N/C(=N/N=C/c2ccc(F)cc2)SC1c1ccccc1 (stereo not drawn) | 0.8% | 2% | -37% | 5% | 0.3 | -23% | -4% | 1.3% | -3% | i |
| C/C=C(/C)C(=O)OC1Cc2c(ccc3ccc(=O)oc23)OC1(C)C (stereo not drawn) | -0.8% | 20% | 9% | 8% | 3.4 | 38% | 5% | -1.1% | -5% | i |
| COc1ccc(OCC2CCNCC2)cc1 | -0.1% | 1% | -15% | -73% | 0.9 | -28% | 7% | -1.4% | -8% | i |
| CCc1ccc(/C=C2\SC(=S)N(CCCC(=O)Nc3ccccc3C(=O)O)C2=O)cc1 | 0.7% | -5% | -56% | 23% | 0.7 | 8% | 2% | 12µM* | -3% | i |
| COc1cc2c(cc1/C=C1/NC(=O)N(c3ccccc3)C1=O)OCO2 | 2.9% | -1% | nt | -36% | 0.0 | -3% | -32% | 4.6% | 0% | i |
| O=P(c1ccccc1)(c1ccccc1)C(O)c1ccco1 (stereo not drawn) | 1.4% | -7% | 35% | -5% | 0.5 | -5% | -6% | -0.9% | -2% | i |
| O=S(=O)(Cc1nnnn1-c1ccc(Br)cc1)c1ccc(F)cc1 | -4.3% | -4% | -4% | -28% | 0.7 | -6% | 3% | -0.7% | -8% | i |
| CC(=O)Nc1ccc(S(=O)(=O)N2CCN(c3cc(C(F)(F)F)ccn3)CC2)cc1 | 0.4% | -1% | -2% | -9% | 0.2 | 3% | -14% | -0.1% | -4% | i |
| O=C(CN1CCOCC1)Nc1scc2c1c(=O)oc1ccccc12 | 3.3% | -1% | -20% | -6% | 1.1 | -43% | -7% | -1.0% | -3% | i |
| CCC(=O)N1CCc2cc(S(=O)(=O)NCCC(=O)NCc3ccccc3OC)ccc21 | -3.6% | -4% | -27% | 5% | 1.4 | 24% | -9% | 1.2% | -4% | i |
| O=C(NC(Nc1ccccn1)C(Cl)(Cl)Cl)c1ccccc1 (stereo not drawn) | -4.2% | 2% | -17%[20 µM] | -11% | 0.3 | 6% | -2% | -2.0% | -4% | i |
| CNc1nc(=S)[nH]c2ccccc12 | 0.5% | -2% | 0% | -9% | 0.5 | 3% | -6% | -1.6% | 7% | i |
| CCCSc1nc2cc(OC)c(OC)cc2c(=N)n1CCCN1CCOCC1 | 2.2% | 1% | -17% | -13% | 0.6 | -18% | 2% | -2.1% | 3% | i |
| Clc1ccc(-[n+]2c(-c3cccc(Br)c3)[nH]c3nc4ccccc4nc32)cc1 | 7.5% | 6% | -9% | -9% | 0.2 | -1% | -7% | -0.2% | -1% | i |
| C/C(=N\n1c(C)nc2ccccc2c1=O)c1ccc(C)o1 | 0.3% | 2% | -2% | 8% | 0.5 | 16% | 1% | -0.3% | -6% | i |
| CC(=O)c1sc2nc(-c3cccs3)cc(C(F)(F)F)c2c1N | -1.5% | 3% | -11% | -3% | 14* | 9% | -15% | 36% | 2% | + |
| COc1ccc(CCNC(=O)CSc2nnc3ccc(-c4cccnc4)nn23)cc1 | -3.5% | 6% | 8% | -24% | 0.4 | 8% | 4% | 0.2% | -4% | i |
| CCOc1ccc(NC(=O)CSc2nc(NS(=O)(=O)c3ccc(C)cc3)cc(=O)[nH]2)cc1 | -1.3% | -2% | -14% | -20% | 0.6 | 12% | nt | -0.8% | -12% | i |
| Cc1noc2ncnc(Sc3ccc(Cl)cc3)c12 | -0.1% | -5% | -96% | 34% | 1.1 | 3% | 6% | 0.0% | -1% | i |
| CN(Cc1c(C(=O)N/N=C/c2cccc(F)c2)nnn1-c1nonc1N)C1CCCCC1 | -0.9% | 1% | 4% | 4% | 1.5 | 13% | 5% | 4.0% | -9% | i |
| CCOC(=O)Cn1c(=O)cnc2ccccc21 | 3.0% | 0% | 3% | 1% | 2.2 | 4% | -1% | 6.0% | 6% | i |
| Cc1oc(-c2ccc(Cl)cc2)nc1CS(=O)CC(=O)NCc1cccs1 (stereo not drawn) | 0.0% | 1% | 25% | -19% | 3.5 | 2% | 2% | 1.2% | -1% | i |
| Cc1ccccc1NC(NC(=O)OCCn1c([N+](=O)[O-])cnc1C)C(Cl)(Cl)Cl (stereo not drawn) | 3.1% | -3% | 46% | -22% | 0.6 | 1% | 3% | -1.3% | -8% | i |
| CC(C)N1C/C(=C/c2cccnc2)C(=O)/C(=C/c2cccnc2)C1 | -0.5% | -5% | 2% | 50% | 0.9 | 8% | 17% | -1.2% | -8% | i |
| O=C1CCCN1CCCNCC(O)c1ccccc1 (stereo not drawn) | -3.1% | -1% | 22% | -3% | 0.1 | 1% | 1% | -0.8% | -8% | i |
| O=C(Cc1ccccc1)N1CCC2(CC1)NCCc1[nH]cnc12 | -5.3% | 6% | -29% | -30% | 5.3 | 3% | 1% | 1.8% | -11% | i |
| COc1ccc(CC(=O)Nc2ccc(S(=O)(=O)NC(C)C)cc2)cc1 | -1.6% | 3% | -22% | 17% | 0.8 | 12% | 17% | -1.5% | -6% | i |
| COC(=O)c1cc(C)sc1NC(=O)CN1CCN(C(=O)C2CCCO2)CC1 (stereo not drawn) | 2.7% | 4% | -4% | -9% | 0.9 | 16% | 0% | 0.3% | -7% | i |
| Cc1nn(C)c(Cl)c1C(=O)NCC(=O)O | -2.3% | 3% | 9% | -20% | 0.8 | -4% | -3% | 1.0% | -1% | i |
| CC(=O)Nc1ccc(NC(=O)c2ccc(-c3ccc([N+](=O)[O-])cc3)o2)cc1 | 7.1% | -5% | -32% | -20% | 2.4 | 13% | -7% | -4.4% | -3% | i |
| CCCCOP(=O)(OCCCC)C(Nc1ccccc1)c1ccc2c(c1)OCO2 (stereo not drawn) | 1.0% | 8% | 5% | 0% | 0.3 | -6% | -1% | -1.1% | 0% | i |
| C=CCn1c(SCc2cc(=O)n3ccsc3n2)nc2sc(C)c(C)c2c1=O | -7.1% | 8% | 5% | -8% | nt | 11% | nt | 1.2% | -5% | nt |
| O=C(c1ccc(Cl)c([N+](=O)[O-])c1)N1CCN(C(=O)c2ccco2)CC1 | -6.9% | 5% | -17% | -8% | 0.2 | 12% | -2% | -1.7% | -6% | i |
| O=C(Nc1ccc(Br)cc1)c1ccccc1CC[N+](=O)[O-] | -3.4% | 4% | 25% | -19% | 0.6 | -16% | -3% | 1.1% | -5% | i |
| O=C(O)CCn1nnc2ccccc21 | 6.8% | 1% | -40% | -8% | 0.5 | 7% | -4% | 1.4% | -6% | i |
| Cc1noc(C)c1C1(O)CCCCCCCCCCC1 | 2.9% | -6% | 0% | -2% | 0.3 | 13% | -4% | -1.6% | -8% | i |
| Cc1ccc(C(=O)N2CCC(C(=O)c3c(C)cc(C)cc3C)CC2)cc1 | 1.6% | -6% | 13% | 2% | 0.7 | 22% | -3% | -0.7% | -3% | i |

3 compounds already listed, ordered by the value under HIV peptide binding, low to high.
| Structure | HIV peptide binding |
| --- | --- |
| CCCCOP(=O)(OCCCC)C(Nc1ccccc1)c1ccc2c(c1)OCO2 (stereo not drawn) | -1.1% |
| O=C(Nc1ccc(Br)cc1)c1ccccc1CC[N+](=O)[O-] | 1.1% |
| O=C(O)CCn1nnc2ccccc21 | 1.4% |

Next part.
| Compound | KOR beta-arrestin-1 | Siah-1 displacement | KOR beta-arrestin-2 | NOD1 inhibition | Myeloid diff 2 GFP+ MAC1+ % | NOD2 inhibition | PhoP inhibition | HIV peptide binding | LYP inhibition | Myeloid diff 2 |
| --- | --- | --- | --- | --- | --- | --- | --- | --- | --- | --- |
| CCCc1nc2ccccc2n1CC(O)COc1ccc(NC(C)=O)cc1 (stereo not drawn) | nt | 4% | 37%[20 µM] | -29% | 0.6 | 13% | -8% | -0.2% | -5% | i |
| COCCN(Cc1nc(-c2ccc(-c3ccccc3)cc2)oc1C)C(C)C | 0.2% | 1% | -34%[20 µM] | -76% | 0.6 | -187% | -5% | 2.7% | -8% | i |
| O=C(OCc1nc2ccccc2s1)c1cccc(N2C(=O)CCC2=O)c1 | -0.6% | 6% | 13% | -16% | 0.4 | 10% | -3% | 2.9% | -5% | i |
| CCN(CC)CCCC(C)NC(=O)c1cc(=O)c2ccccc2o1 (stereo not drawn) | -5.3% | 1% | 10% | -25% | 0.2 | 14% | -10% | 2.0% | -6% | i |
| N#C/C(=C\c1c(Cl)cccc1Cl)c1nn(-c2ccccc2)c(-n2cccc2)c1C#N | -2.7% | 2% | -5% | 7% | 0.3 | 8% | -12% | -1.4% | -1% | i |
| CN(C)C(=S)Nc1nc2ccccc2s1 | nt | -5% | 17%[20 µM] | -31% | 0.2 | -83% | 6% | -0.5% | 6% | i |
